APJ agonist = APJ receptor agonism. CHO-K1 APJ PathHunter beta-arrestin, luminescence; 0% DMSO wells, 100% apelin. activation, % at 20 µM. actives 0.11% (n = 330,000). AID 2520;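 active means activation more than six SD over the plate average, tested at 20 µM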;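 further: 0% = DMSO alone and 100% = apelin-13 at 10 nM; some results filed as inactive read as strong as hits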
Target sequence (P35414 whole entry, looked up): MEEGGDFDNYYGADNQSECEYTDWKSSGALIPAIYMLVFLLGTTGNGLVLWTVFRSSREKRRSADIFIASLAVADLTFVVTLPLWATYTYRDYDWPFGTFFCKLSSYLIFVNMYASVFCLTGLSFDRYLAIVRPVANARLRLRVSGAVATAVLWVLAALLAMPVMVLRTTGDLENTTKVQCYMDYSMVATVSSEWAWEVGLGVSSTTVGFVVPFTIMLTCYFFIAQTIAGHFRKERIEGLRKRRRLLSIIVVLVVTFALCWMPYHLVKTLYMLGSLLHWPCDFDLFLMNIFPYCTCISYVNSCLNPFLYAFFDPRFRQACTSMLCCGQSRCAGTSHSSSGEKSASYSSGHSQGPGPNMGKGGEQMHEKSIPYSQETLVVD
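Assay system – PathHunter CHO-K1 APJ (AGTRL-1) beta-arrestin reporter cells · Compound – one dose, 20 µM compound, 1% DMSO · Timing – compound 90 min 25 °C, reagent 1 h · Measured by – luminescence from split beta-galactosidase complementation, Galacton Star/Emerald II substrate · Measure – beta-arrestin recruitment to APJ as agonist activity, luminescent signal · Benchmarks – DMSO vs Apelin-13 10 nM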
NR3A LBD binder = NR3A (human) ligand-binding domain modulation; Tm shift relative to glycine control, % at 25 µM; NR3A LBD differential scanning fluorimetry, Tm shift; 0% = protein alone, 100% = glycine-bound protein; actives 2.5% (n = 340,000); AID 1259313;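 active means melting temperature shift of at least 10% of the positive control shift, at one fixed dose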
TIM10 inh = growth inhibitors of TIM10 yeast strain | S. cerevisiae TIM10 strain growth, BacTiter-Glo luminescence, 24 h | inhibition, % at 10 µM | actives 1.4% (n = 330,000);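 active means inhibition of 40% or more at the single tested concentration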;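 further: wild-type TIM10 isogenic control strain grown at permissive 25 °C; 0% = DMSO yeast wells and 100% = minimal medium wells without yeast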
beta cell repl = inducers of beta-cell replication in MIN6 cells | actives 0.29% (n = 330,000) | AID 2380 | proliferation, % at 10 µM | MIN6 cells proliferation, ATPlite luminescence, 48 h; cells starved in 0.2% serum; 100% = growth in 10% serum;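 active means compounds whose signal lies at least 3.5 SD above the mean of all wells on their plate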;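 further: 0% = DMSO-treated cells in low-serum medium and 100% = 10% serum control; some compounds called inactive have numbers as strong as hits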
tim23-1 inh = tim23-1 yeast growth inhibition | actives 1.3% (n = 330,000) | AID 463212 | inhibition, % at 20 µM | S. cerevisiae tim23-1 growth, BacTiter-Glo luminescence, 24 h;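 active means growth inhibition of the mutant yeast at or above 50%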;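 further: temperature-sensitive mutant grown at 25 °C; plate controls were DMSO-treated mutant yeast for no effect and medium wells lacking yeast for full effect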
MPTP block = blocks calcium-induced mitochondrial swelling. actives 1.4% (n = 360,000). inhibition, % at 10 µM. isolated mouse mitochondria, Ca2+ swelling absorbance, 30 min;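 active means inhibition of 50% or more, scaled per plate between neutral and stimulator controls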;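 further: 0% = DMSO wells given calcium and 100% = 1 mM EGTA wells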
tim10-1 inh = growth inhibitors of tim10-1 mutant yeast; S. cerevisiae tim10-1 ts strain growth, BacTiter-Glo, 24 h; inhibition, % at 20 µM; actives 2.2% (n = 330,000);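 active means inhibition of at least 40%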;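 further: mutant grown at 25 °C; 0% = DMSO wells with yeast and 100% = wells holding no yeast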
NLRP3 yeast inh = blocks the NALP3 inflammasome reconstituted in yeast. Yeast reconstituted NLRP3/ASC/caspase-1, beta-gal luminescence, 24 h. inhibition, % at 10 µM. actives 0.39% (n = 330,000). AID 2825;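 active means inhibition of 50% or more; inactive means inhibition below 50%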;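 further: plate controls were induced DMSO wells for no effect and uninduced yeast grown without galactose for full effect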
APJ antag = blocks the human apelin receptor APJ. actives 0.32% (n = 330,000). inhibition, % at 20 µM. P35414. CHO-K1 APJ beta-arrestin complementation, luminescence;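 active means inhibition above about 40% at 20 µM, limit read from the data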;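 further: cells challenged with 10 nM apelin-13 agonist together with compound; plate controls were apelin-13 plus DMSO wells for no effect and DMSO wells lacking apelin-13 for full effect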
The depositor's hits bear a star; nt = no result given. Only part of the results is shown (hit frequency here may not be typical).

SMILES | APJ agonist | NR3A LBD binder | TIM10 inh | beta cell repl | tim23-1 inh | MPTP block | tim10-1 inh | NLRP3 yeast inh | APJ antag
CSc1ccc(C(=O)C2CCCN(Cc3cnc(SC)nc3)C2)cc1 (configuration not stated) | -1 | -1 | 1 | -1 | -27 | -2.2 | 4 | 14 | 9
CCn1nc(-c2ccccc2)nc2c(=O)n(C)c(=O)nc1-2 | -5 | -3 | 96* | -5 | 85* | 2.7 | 80* | 62* | 11
CC(Oc1ccc(-c2ccccc2)cc1)C(=O)O (configuration not stated) | -1 | 2 | 0 | -3 | 12 | -0.4 | 2 | 5 | -1
Fc1cccc(CCNCc2ccccn2)c1 | -4 | 3 | -17 | -1 | 7 | 0.3 | -5 | -2 | 11
C=CCn1c(O)c(C(C)=Nc2ccc(N(C)C)cc2)c(=O)[nH]c1=O | -1 | -1 | 16 | 3 | 15 | 1.6 | 26 | -9 | 10
Cc1ccc(OCC(=O)N2CCN(Cc3cccnc3)CC2)cc1 | -1 | -2 | -3 | -3 | 14 | -0.5 | 7 | -6 | 4
O=P(NS(=O)(=O)c1ccccc1)(Oc1ccccc1)Oc1ccccc1 | 0 | 4 | -9 | -1 | -4 | 0.2 | -21 | 10 | 2
COC(=O)C1=CO[C@@H](C)[C@H]2CN3CC[C@]4(C(=O)Nc5ccccc54)[C@@H]3C[C@H]12 | -4 | -1 | 1 | -1 | 7 | -0.1 | 4 | 3 | 16
NC(N)=N/N=C/c1cn(-c2ccccc2)nc1-c1cccs1 | 11* | 1 | 16 | -6 | -34 | 49 | -61 | 16 | -40
C=CCN1C(=O)NC(=O)/C(=C/c2c(CCN(C)C(=O)c3ccccc3)cc3c(c2OC)OCO3)C1=O | 2 | 0 | 11 | 2 | 23 | 12 | 21 | 19 | -60
Nc1cc2nc3ccccc3nc2cc1N | 6 | 0 | -15 | -2 | -23 | 2.2 | -16 | 9 | -22
CC1(C)CC(=O)C2=C(C1)NC(=O)C21C(C(=O)OC(C)(C)C)=C(N)Oc2ccc(Br)cc21 (configuration not stated) | 3 | 0 | 15 | -3 | 17 | -3.8 | 17 | -6 | -7
CN(C)P(=O)(NC(=O)c1cccn1C)N(C)C | -2 | 1 | -12 | -1 | 0 | 0.9 | -3 | 2 | 13
COC(=O)C(O)(c1ccc(NC(=S)NC(=O)c2ccccc2)cc1)C(F)(F)F (configuration not stated) | 6 | -10 | 46* | -3 | 48 | 0.2 | 41* | 3 | 25
CC(C)Cc1nnc(NC(=O)CCC(=O)N2CCC3(CC2)OCCO3)s1 | 1 | -1 | -8 | -1 | -12 | 1.3 | -11 | 20 | -18
COc1ccc(-c2nn(CCC#N)cc2C(=O)Nc2ccc(C(C)=O)cc2)cc1[N+](=O)[O-] | -3 | -9 | 10 | -3 | 0 | 0.2 | 8 | 5 | 5
CCc1cc(=O)oc2cc(OCC(=O)N3C[C@H]4C[C@@H](C3)c3cccc(=O)n3C4)ccc12 | -1 | -2 | -2 | 2 | -5 | -0.2 | 4 | 7 | -41
OC[C@H]1O[C@@H](n2cnc3cc(Cl)c(Cl)cc32)[C@H](O)[C@@H]1O | -5 | -1 | 2 | -3 | -16 | -0.3 | -4 | 24 | 1
Nc1c2c(nc3sc4c(c13)CCCC4)CCCCC2 | -4 | -1 | 4 | -5 | 19 | 6.2 | -12 | 47 | -22
COc1ccc(C2c3c(nc(C)[nH]c3=O)Oc3c2c(=O)oc2ccccc32)cc1 (configuration not stated) | 1 | 0 | 10 | 0 | 5 | nt | -1 | 4 | 15
COC(=O)C1=C(c2ccc(OC)c(OC)c2)C[C@@H]2CC[C@H]1N2C(=O)NCCOc1ccccc1 | -2 | 0 | 0 | 0 | 7 | -0.1 | -5 | 24 | -6
O=S(=O)(c1ccc(F)cc1)N1CN2CCN(C2)C1 | 1 | 2 | -4 | -4 | 0 | 0.3 | 2 | 13 | 1
COc1ccc(C(=O)C2CCCN(C3CSCCSC3)C2)c(C)c1 (configuration not stated) | -3 | 1 | -7 | -2 | 21 | -4.2 | 8 | 27 | 18
CN(C)c1ccc(N=Cc2c(O)n(CCC3=CCCCC3)c(=O)[nH]c2=O)cc1 | -3 | -5 | 4 | -4 | -6 | 3.6 | 11 | 13 | 5
c1ccc(Cn2ccnc2)cc1 | -3 | -4 | 5 | -2 | -11 | 0.8 | -9 | 3 | 4
(listing goes on)
SMILES | APJ agonist | NR3A LBD binder | TIM10 inh | beta cell repl | tim23-1 inh | MPTP block | tim10-1 inh | NLRP3 yeast inh | APJ antag
COC(=O)C1=C(c2cc3ccccc3s2)C[C@@H]2CC[C@H]1N2C(=O)NC1CCCCC1 | -5 | -1 | 21 | 6 | 36 | 1.1 | 16 | 16 | 28
O=C1C=C2C=C[C@@H]3CC2(O1)[C@H]1CCCCN31 | 2 | 4 | 4 | 5 | -6 | 1.6 | -6 | 7 | 4
O=C1NC(=O)N(c2ccccc2)C(=O)/C1=C/c1coc2ccc(O)cc2c1=O | 1 | -2 | 5 | -1 | -1 | 12 | -6 | 10 | -17
COc1cc2c(cc1OC)[C@H]1C(=O)c3ccc4c(c3O[C@H]1CO2)C[C@@H](C(C)(C)O)O4 | 3 | 0 | -7 | -5 | 15 | 3.8 | -21 | 17 | 1
BrCC(Br)(Br)Br | -1 | 0 | 0 | -4 | -13 | 0.1 | -16 | -1 | 0
COc1ccc(C(=O)N/N=C/C23CC[C@@H](O)CC2(O)CC[C@@H]2[C@@H]3CCC3(C)C(C4=CC(=O)OC4)CCC23O)cc1 (some centres not stated) | -3 | 0 | -2 | -4 | 8 | 0.0 | 6 | 3 | 6
NP(=O)(OCCCc1ccccc1)Oc1ccc(Cl)cc1 (configuration not stated) | 5 | -1 | -10 | -1 | 19 | -0.4 | 11 | 38 | -4
CCn1ccnc1CN1CCCC(C(=O)c2cc(F)ccc2OC)C1 (configuration not stated) | -1 | -2 | -2 | -4 | -3 | 4.1 | 11 | -7 | -6
COc1cccc(Oc2c(C)oc3cc(OC(=O)N(C)C)ccc3c2=O)c1 | -6 | 0 | -24 | -2 | 4 | -1.5 | -9 | 15 | 1
COc1ccc(CC(C)Nc2cccc(F)c2)cc1 (configuration not stated) | -1 | 0 | -5 | 2 | 11 | 0.7 | -27 | 20 | 8
CC/C(=N\NC(=O)c1ccccc1)c1c(O)n(Cc2ccccc2)c(=O)[nH]c1=O | -3 | -7 | 1 | 4 | -6 | 1.6 | -3 | 17 | 13
Nc1cnn(-c2ccccc2)c(=O)c1Cl | -1 | 1 | -12 | -1 | 5 | -0.3 | -3 | 13 | 6
COc1ccc(N2C(=O)NC(=O)/C(=C\c3ccccc3[N+](=O)[O-])C2=O)cc1 | 0 | -4 | -5 | -4 | 4 | -3.6 | -9 | -8 | 10
COc1ccc(OCC(=O)N2CCN(C/C=C/c3ccccc3)CC2)cc1 | 2 | -3 | -7 | 4 | 2 | -0.1 | 22 | 20 | -5
O=C(CCc1ccccc1)N1C[C@H]2C[C@@H](C1)c1cccc(=O)n1C2 | -1 | -1 | 6 | 0 | 7 | -0.8 | 16 | -1 | 7
COc1c2c(cc3c1OCO3)CCN(C)C2 | -4 | -1 | 0 | -4 | -10 | -0.1 | -10 | 10 | -3
COc1ccc(-c2[nH]ncc2CNC(C)Cc2ccsc2)c(F)c1 (configuration not stated) | 0 | -1 | -8 | -2 | 13 | 1.1 | 6 | 13 | 1
CC(N=Cc1c(O)n(C2CC2)c(=S)[nH]c1=O)c1ccccc1 (configuration not stated) | -1 | 2 | 8 | 4 | 19 | 0.4 | 20 | 25 | 35
CC(C)[C@H](NC(=O)N1C[C@H]2C[C@@H](C1)c1cccc(=O)n1C2)C(=O)Nc1ccccc1F | -2 | -1 | -7 | 1 | 2 | 2.6 | -12 | 13 | -46
O=[N+]([O-])c1cccc(CN2CC=C(c3ccc(F)cc3)CC2)c1 | -3 | 5 | -2 | -2 | 21 | 0.6 | 21 | 13 | 12
C=C1[C@H]2CC[C@H]3[C@]4(C)C[C@H](O[C@H]5O[C@H](CO)[C@@H](OS(=O)(=O)O)[C@H](OS(=O)(=O)O)[C@H]5OC(=O)CC(C)C)C[C@@H](C(=O)O)[C@H]4CC[C@]3(C2)[C@H]1O | -6 | -2 | 3 | -3 | 5 | -3.2 | 17 | 9 | 0
COc1ccc2c3c([nH]c2c1)C(C)NCC3 (configuration not stated) | -4 | 0 | -6 | -2 | 2 | 1.6 | -10 | -7 | 5
CCOc1ccccc1-n1c(O)c(C=Nc2ccc(N(CC)CC)cc2)c(=O)[nH]c1=O | -4 | -1 | -2 | -5 | 8 | -0.1 | 12 | 19 | 16
CC(=O)Nc1ccc(C2CN(C)CC2C(=O)c2ccc(Cl)cc2)cc1 (configuration not stated) | -1 | 0 | -4 | -1 | 7 | -0.7 | 3 | 10 | -4
CSC1=NP(=S)(SC)N(C)c2nc3n(c21)CCC3 (configuration not stated) | -1 | 1 | 9 | -1 | 19 | nt | 12 | 15 | 14
(next part)
SMILES | APJ agonist | NR3A LBD binder | TIM10 inh | beta cell repl | tim23-1 inh | MPTP block | tim10-1 inh | NLRP3 yeast inh | APJ antag
COc1ccc(CC(=O)N(C)C2CCCN(Cc3ccccc3F)C2)cc1OC (configuration not stated) | -3 | 1 | -2 | -2 | 2 | -0.4 | 11 | 19 | 8
COC(=O)C1=C(c2ccc(Cl)c(C(F)(F)F)c2)C[C@@H]2CC[C@H]1N2C(=O)NCc1ccc2c(c1)OCO2 | -1 | -4 | -2 | -7 | -5 | 0.3 | 12 | -6 | -3
CC(C)[C@H]1C(=O)O[C@@H]2CCN3CC=C(COC(=O)[C@](C)(O)[C@]1(C)O)[C@H]23 | -1 | 2 | -4 | -4 | 2 | 1.0 | 1 | 6 | 15
C=CCn1c(O)c(C(CC)=Nc2cccc(C(F)(F)F)c2)c(=O)[nH]c1=O | 1 | 1 | 16 | -4 | 9 | 2.9 | 18 | 5 | 10
COC(=O)c1ccc(C(C(=O)NC2CCCCC2)N(CCN2CCOCC2)C(=O)Cc2cccs2)cc1 (configuration not stated) | -2 | 2 | -5 | -2 | 5 | -0.5 | -9 | -9 | -4
CCCOc1ccc(C(=O)NC(=S)N2C[C@H]3C[C@H](C2)c2cccc(=O)n2C3)cc1 | -1 | 2 | -6 | 0 | -3 | -1.2 | 9 | 11 | 10
COC(=O)C1=C(c2ccc(-c3ccccc3)c(F)c2)C[C@@H]2CC[C@H]1N2C(=O)N1CCC(O)CC1 | -4 | 0 | 10 | 1 | 32 | 0.1 | 12 | 18 | 5
COC(=O)C1=C(c2c(C)noc2C)C[C@@H]2CC[C@H]1N2C(=O)NC1Cc2ccccc2C1 | -2 | 2 | -6 | 1 | -3 | -1.3 | -6 | 20 | 1
O=c1cccc2n1CC1CC2CN(S(=O)(=O)c2cc(Cl)ccc2Cl)C1 (configuration not stated) | 2 | 0 | 2 | -2 | -1 | -0.5 | -8 | 13 | 6
O=P(Nc1ccccc1)(Oc1ccccc1)Oc1ccccc1 | 3 | 0 | 11 | -1 | 23 | 3.1 | -9 | 15 | -9
CN(C)CCNC(=O)c1cccn(Cc2cccc(C(F)(F)F)c2)c1=O | 1 | -2 | -6 | -3 | -10 | -1.1 | 7 | 5 | 8
CC1CCCCN1CC(O)c1c[nH]c2ccccc12 (configuration not stated) | -1 | -2 | -1 | 0 | 0 | 0.4 | 7 | 14 | 9

High-throughput results deposited in PubChem BioAssay by Sanford-Burnham Center for Chemical Genomics.
